proCasp7 act: counter-screen for procaspase-3 activators: activators of human procaspase-7; recombinant procaspase-7, Ac-DEVD-pNA absorbance 405 nm; D23A/D198A/D206A triple mutant, cannot self-cleave; scale: DMSO 0, 5 µM enzyme 100; hit rate 0.093% among 330,000; activation, % at 8.5 µM;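 active = percent activation above the screen-wide mean plus 3 SD, cut at about 25% in these data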
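Replicates: singlicate. Assay system: Procaspase-7 triple mutant (PC-7 D3A). Signal: 405 nm absorbance of p-nitroaniline. Times: 1 h preincubation, 2 h reaction. Buffer or medium: Zinc-free HEPES pH 7.4 with 300 mM NaCl, 0.01% Triton X-100. Also added: DEVD-pNA substrate. Benchmarks: DMSO wells as 0%, DMSO with 5 µM added PC-7 as 100%.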
GRK2 aptamer HTS: inhibitors of human GRK2 displacing RNA aptamer. P25098. bead flow cytometry, FAM-aptamer displacement from GRK2. inhibition of aptamer binding, % at 10 µM. hit rate 0.59% among 330,000;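 active = inhibition of aptamer binding above 40%, roughly 3 SD of noise, on plates passing a quality check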;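 also: median bead fluorescence of bound FAM aptamer so fluorescent compounds give negative values; no value below 0 was filed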
PP1 counter: PP1-alpha (human) inhibition in PP5 counter-screen; P62136; inhibition, % at 6.7 µM; purified PP1alpha, OMFP fluorescence; hit rate 0.9% among 320,000;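 active = inhibition above the mean inhibition of all tested compounds plus 3 SD, computed separately for each screening campaign, cut at about 15% in these data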
Target sequence (P62136 whole entry, looked up): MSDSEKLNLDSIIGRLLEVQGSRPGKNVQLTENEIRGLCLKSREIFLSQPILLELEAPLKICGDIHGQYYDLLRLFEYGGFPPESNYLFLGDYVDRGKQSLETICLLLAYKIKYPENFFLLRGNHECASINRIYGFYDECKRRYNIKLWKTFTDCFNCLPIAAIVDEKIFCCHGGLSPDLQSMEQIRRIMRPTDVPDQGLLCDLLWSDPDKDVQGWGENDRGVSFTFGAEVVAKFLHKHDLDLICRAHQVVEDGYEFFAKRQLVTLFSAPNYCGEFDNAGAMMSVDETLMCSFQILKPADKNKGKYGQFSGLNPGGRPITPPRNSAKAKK
core dimer inh: blocks dimerization of HCV core protein; TR-FRET GST/Flag-core106 dimerization, 1536-well; inhibition, % at 5 µM; hit rate 0.33% among 300,000;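 active = inhibition above the mean of all tested compounds plus 3 SD, set per screening campaign, cut at about 45% in these data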
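Assay system: Tagged HCV core106 pair (GST and Flag) | Buffer or medium: KF-containing HEPES buffer, pH 7.45, DTT, CHAPS, BSA | Also added: Eu donor and XL665 acceptor anti-tag antibodies | Dosing: One concentration, 5 µM, in 0.5% DMSO | Timing: 4 h at 22.5 °C | Technique: TR-FRET 671 and 617 nm emission | Repeats: Singlicate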
proCasp3 act: activators of human procaspase-3; P42574; recombinant procaspase-3 D3A, Ac-DEVD-pNA absorbance 405 nm; activation, % at 8.5 µM; hit rate 0.11% among 330,000;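 active = activation above the mean of all tested compounds plus 3 SD, cut at about 21% in these data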;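 also: 0% = DMSO alone and 100% = DMSO wells spiked with extra 5 µM PC-3 D3A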
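Compound: 8.5 µM single point, 0.8% DMSO / Material: Autoprocessing-dead procaspase-3 D3A mutant enzyme / Timing: 1 h preincubation plus 2 h reaction at 25 °C / Medium: Zinc-free HEPES/NaCl buffer with 0.01% Triton X-100 at pH 7.4 / Technique: 405 nm absorbance of p-nitroaniline, reads at 0 and 120 min / Repeats: one well per compound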
PP5 inh: blocks human protein phosphatase 5 activity | purified PP5c, OMFP substrate fluorescence | hit rate 0.18% among 320,000 | P53041 | inhibition, % at 6.7 µM;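 active = inhibition above the campaign's mean inhibition across all tested compounds plus 3 SD, cut at about 9.5% in these data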;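 also: 0% = DMSO only and 100% = 100 µM cantharidin control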
Target sequence (P53041 whole entry, looked up): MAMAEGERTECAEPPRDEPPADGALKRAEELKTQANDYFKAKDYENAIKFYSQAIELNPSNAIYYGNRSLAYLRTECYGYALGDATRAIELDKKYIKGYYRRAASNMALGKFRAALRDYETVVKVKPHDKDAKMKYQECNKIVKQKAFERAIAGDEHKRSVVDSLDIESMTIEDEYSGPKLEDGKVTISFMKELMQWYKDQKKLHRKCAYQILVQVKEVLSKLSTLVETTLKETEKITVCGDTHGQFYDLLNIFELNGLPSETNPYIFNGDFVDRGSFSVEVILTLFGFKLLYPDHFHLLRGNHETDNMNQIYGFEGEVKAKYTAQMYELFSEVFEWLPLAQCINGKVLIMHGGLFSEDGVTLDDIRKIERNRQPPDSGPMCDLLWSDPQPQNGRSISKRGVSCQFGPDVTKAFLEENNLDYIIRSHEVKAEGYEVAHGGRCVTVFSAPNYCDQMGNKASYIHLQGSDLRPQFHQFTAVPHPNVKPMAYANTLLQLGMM
VLA-4 inh: inhibition in a human VLA-4 binding assay; VLA-4 expressing cells, ligand binding flow cytometry; inhibition, % (about 7 µM as worked out from the volumes in the protocol); hit rate 0.2% among 330,000; AID 2557; in the data active = inhibition above about 50%
GASC-1 inh: human JMJD2C demethylase inhibition; hit rate 0.069% among 330,000; GST-JMJD2C(1-420) H3K9me3 demethylation, DELFIA europium; Q9H3R0; inhibition, % at 2.35 µM;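 active = more than half of a compound's replicate wells show inhibition beyond 50%, single wells judged on their own value; inconclusive = some, but no more than half, of replicates pass 50% inhibition; inactive = no replicate passes 50% inhibition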;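 also: signal counts dimethyl H3K9 product captured on neutravidin plate; 0% = median of DMSO wells and 100% = 0.3 times that DMSO median; strong numbers were not always called active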
Fh CTSL1 inh: counter-screen for PFM18AAP inhibitors: inhibitors of F. hepatica cathepsin L1. recombinant F. hepatica cathepsin L1, Z-Leu-Arg-MCA fluorescence. inhibition, % at 5.96 µM. hit rate 0.49% among 300,000. AID 1906;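 active = inhibition above the mean of all tested compounds plus 3 SD, set per screening campaign, cut at about 17% in these data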;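 also: 0% = plate median of test compound wells and 100% = 1 µM Z-Phe-Ala-diazomethylketone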
* marks the source's active call; other numbers are inactive results; ? = inconclusive; · = no result given. This is a random part of the collection; 2.6% or so of the library scored in one or more.

SMILES	proCasp7 act	GRK2 aptamer HTS	PP1 counter	core dimer inh	proCasp3 act	PP5 inh	VLA-4 inh	GASC-1 inh	Fh CTSL1 inh
CCCCCCn1c(CN2CCN(CCO)CC2)nc2c1c(=O)n(C)c(=O)n2C	8	3	-2	-2	0	-0.4	13	-18	-3
CCOC(=O)C1CCN(C(=O)CN(C)S(=O)(=O)c2cc(C)ccc2OC)CC1	-1	0	1	1	3	1.7	4	-3	-2
COc1cccc(O)c1CN1CCC(C(=O)Nc2ccc(-c3cccc(C)c3)cc2)CC1	0	0	14	-3	1	1.2	0	9	-1
Cc1ccc(N(CC(=O)NCc2cccnc2)S(C)(=O)=O)cc1C	20	0	-3	1	3	0.3	7	12	4
COc1ccccc1N1C(=O)C=C(Sc2nc(C)cc(C)n2)C1=O	-34	1	5	1	-31	2.3	21	4	-2
CC(=O)Nc1ccc(NC(=O)COC(=O)Cc2c[nH]c3ccccc23)cc1	3	0	-4	4	1	-1.5	-7	-5	-1
Cc1ccc(O)c(NC(=O)c2onc(C)c2Cl)c1	6	3	-5	-13	0	-6.1	-39	3	-5
O=C(O)CN1CCN(Cc2ccccc2F)C1=O	1	1	-4	2	1	-1.1	-7	18	-1
CN1CCN(S(=O)(=O)c2cccc(C(=O)NCCC3=CCCCC3)c2)CC1	4	0	-5	3	3	-2.8	5	10	0
c1ccc(-c2cc3ncccc3cn2)cc1	0	0	-1	·	2	-2.2	10	3	·
COC(=O)c1cc(S(=O)(=O)NCC2CCN(Cc3cc(C)ccc3C)CC2)cn1C	1	0	0	0	5	3.8	13	11	-3
Cc1ccc(S(=O)(=O)NCC(=O)OCC(=O)NCc2ccco2)cc1	10	1	·	·	4	·	6	5	·
CC(=O)Nc1ccc(C(=O)COC(=O)C2CCCCC2)c(F)c1	11	0	-3	·	9	-0.5	5	0	·
Cc1cccc(Nc2ncc3c(n2)CC(c2ccco2)CC3=O)c1 (centres undefined)	-1	0	7	0	-13	3.6	-7	2	0
Cc1[nH]c2ccc(C(C)C)cc2c1CC(=O)O	-31	0	-3	15	-6	-0.2	-1	-12	-4
COc1ccc(OC)c(S(=O)(=O)N2CCCC(N3CCN(c4ccccc4)CC3)C2)c1 (centres undefined)	21	0	-2	-3	-7	-0.1	3	3	-4
CC1(C(=O)O)CCC(C(=O)N2CCCCC2)C1(C)C (centres undefined)	2	2	8	2	5	0.3	15	-7	4
CC1(C)Cc2nc3sc4c(SCC(=O)NC(c5ccccc5)c5ccccc5)ncnc4c3cc2CO1	10	0	3	5	-6	0.4	-17	16	3
CCS(=O)(=O)N1CCN(c2ccc(Cl)cc2[N+](=O)[O-])CC1	-1	0	-3	0	2	0.8	36	-5	-3
Cc1cc(C(=O)COC(=O)c2ccncc2)c(C)n1CCc1ccc(F)cc1	0	0	5	12	-4	0.5	2	1	-3
CC(C)=CCN1CCN(Cc2ccc(Sc3nncn3C)o2)CC1CCO (centres undefined)	16	1	-1	8	9	2.5	6	0	1
Cc1ccc(C)c(S(=O)(=O)N/N=C/c2ccc(N(C)C)cc2)c1	1	0	-2	-3	0	-0.9	-1	4	6
O=C(O)c1ccc(C=NNC(=O)c2ccccc2NS(=O)(=O)c2cccs2)cc1	0	2	·	·	1	·	13	-9	·
COc1cc([C@H]2OC[C@H]3[C@@H]2CO[C@H]3c2ccc(O)c(OC)c2)ccc1O	16	0	·	·	1	·	8	-3	·
CCN(Cc1ccccc1)c1ccc(/C=N/NC(=O)c2cccc(S(=O)(=O)N3CCOCC3)c2)cc1	2	0	9	19	-1	3.0	-9	-1	4

Structures above containing a thiophene ring, fused or not (two):
SMILES	proCasp7 act	GRK2 aptamer HTS	PP1 counter	core dimer inh	proCasp3 act	PP5 inh	VLA-4 inh	GASC-1 inh	Fh CTSL1 inh
CC1(C)Cc2nc3sc4c(SCC(=O)NC(c5ccccc5)c5ccccc5)ncnc4c3cc2CO1	10	0	3	5	-6	0.4	-17	16	3
O=C(O)c1ccc(C=NNC(=O)c2ccccc2NS(=O)(=O)c2cccs2)cc1	0	2	·	·	1	·	13	-9	·

(continued)
SMILES	proCasp7 act	GRK2 aptamer HTS	PP1 counter	core dimer inh	proCasp3 act	PP5 inh	VLA-4 inh	GASC-1 inh	Fh CTSL1 inh
CCNc1oc(-c2ccccc2F)nc1S(=O)(=O)c1ccccc1	2	0	2	0	1	1.2	1	23	5
O=C(CN(C(=O)CNS(=O)(=O)c1ccccc1)C1CCCC1)NCc1ccco1	-1	0	-1	2	2	-1.0	-3	-13	12
CC(C)(C)c1nc[nH]c(=O)c1Br	-7	0	1	-10	0	2.3	8	25	-2
NC(=O)N/N=C/c1ccccc1OC(=O)c1cc2ccccc2oc1=O	4	4	2	-1	3	1.4	18	?	0
COc1ccc(N=C2SC(C(=O)Nc3ccc(OC)cc3)CC(=O)N2CCN2CCOCC2)cc1 (centres undefined)	-5	0	-1	-4	-1	4.9	29	31	-3
CC1CCC/C(=C\Nc2ccc3c(c2)OCO3)C1=O (centres undefined)	-8	5	2	6	-9	2.4	-2	-11	0
CCOc1ccccc1C(=O)OCC(=O)NCc1ccc2c(c1)OCO2	-1	14	·	·	-7	·	1	-5	·
Cc1cccnc1Nc1nc(-c2ccc(O)c(O)c2)cs1	-27	0	1	-12	-17	8.0	11	-13	2
COc1cccc(C(=O)Nc2ccc3c(c2)C(=O)NC3=O)c1	6	1	0	8	7	-2.7	10	9	2
CCOCCCNC(=O)c1ccc2c(c1)ncn2-c1ccc(CC)cc1	9	0	2	-2	3	1.5	14	6	0
Cc1cc(C)n(CCOc2ccc(Cl)cc2Cl)n1	1	4	-2	-3	4	2.1	-5	116	-1
CCCC(=O)c1ccc(N2CCC(C)CC2)c(F)c1	2	2	3	1	0	4.8	1	-16	0
O=C(NC1CCCC1)c1csc2c1CCCC2	3	0	-3	-2	-10	3.5	-3	-18	-7
CCOC(=O)c1ccc(N=C2NC(=O)CS2)cc1	8	2	-4	11	6	0.3	3	-15	-4
COc1ccc(N(CC(=O)Nc2cc(OC)ccc2OC)S(C)(=O)=O)cc1	2	1	-4	5	-1	4.6	10	0	-5
COc1cccc(OCC(Cn2c(C)nc3ccccc32)OC(C)=O)c1 (centres undefined)	-1	4	-5	6	6	3.4	7	7	-2
OCCC1CN(Cc2ccccc2O)CCN1CCCc1ccccc1 (centres undefined)	13	1	-4	7	-2	1.2	2	6	0
CCCn1c(N)c(C(=O)CSc2nc(C)cs2)c(=O)n(C)c1=O	8	3	1	-5	-1	0.2	1	1	-5
CS(=O)(=O)N(Cc1ccccc1)c1ccc(C(=O)N2CCOCC2)cc1	0	0	-4	-2	-2	-0.9	-3	1	15
Cc1cccc(NC(=O)CCCCCN2C(=O)[C@@H]3Cc4ccccc4CN3C2=O)c1	-3	0	5	3	9	2.6	16	0	2
COc1ccc(CCC(=O)Nc2ccc(Br)cn2)cc1	4	3	-3	2	-9	0.3	17	-2	2
CN(C)S(=O)(=O)c1ccc(C(=O)NCc2ccco2)cc1	1	0	1	1	3	2.2	-4	-15	-2
CCCc1cc(=O)oc2cc(OCC(=O)NCCCN3CCOCC3)ccc12	19	2	1	-3	-2	0.0	10	22	2
CCN(CC)CCNC(=S)Nc1ccc2nc(N3CCN(C)CC3)cc(C)c2c1	-20	0	-5	-1	-6	-0.2	10	14	-3
COc1cc(OC)c(OC)cc1/C=N/n1c(-c2n[nH]c3c2CCC3)n[nH]c1=S	-21	8	0	-1	-10	-1.1	1	-5	14

Among those listed so far, these have an NH in an aromatic ring:
SMILES	proCasp7 act	GRK2 aptamer HTS	PP1 counter	core dimer inh	proCasp3 act	PP5 inh	VLA-4 inh	GASC-1 inh	Fh CTSL1 inh
CC(=O)Nc1ccc(NC(=O)COC(=O)Cc2c[nH]c3ccccc23)cc1	3	0	-4	4	1	-1.5	-7	-5	-1
Cc1[nH]c2ccc(C(C)C)cc2c1CC(=O)O	-31	0	-3	15	-6	-0.2	-1	-12	-4
CC(C)(C)c1nc[nH]c(=O)c1Br	-7	0	1	-10	0	2.3	8	25	-2
COc1cc(OC)c(OC)cc1/C=N/n1c(-c2n[nH]c3c2CCC3)n[nH]c1=S	-21	8	0	-1	-10	-1.1	1	-5	14

Just GRK2 aptamer HTS and proCasp7 act (4 entries from above):
SMILES	GRK2 aptamer HTS	proCasp7 act
COc1cccc(C(=O)Nc2ccc3c(c2)C(=O)NC3=O)c1	1	6
Cc1cc(C)n(CCOc2ccc(Cl)cc2Cl)n1	4	1
CCOC(=O)c1ccc(N=C2NC(=O)CS2)cc1	2	8
Cc1cccnc1Nc1nc(-c2ccc(O)c(O)c2)cs1	0	-27

Next records:
SMILES	proCasp7 act	GRK2 aptamer HTS	PP1 counter	core dimer inh	proCasp3 act	PP5 inh	VLA-4 inh	GASC-1 inh	Fh CTSL1 inh
Cc1cccc(-c2n[nH]c(=S)n2Cc2ccccc2)c1	-14	1	-2	3	-16	-0.4	-2	-4	3
CC(C)CNC(=O)c1cccc(NC(=O)c2ccc(NC(=O)c3ccco3)cc2)c1	5	0	1	-1	10	3.0	1	3	1
CC(C)CC(=O)NC(NCC1CCCO1)C(Cl)(Cl)Cl (centres undefined)	6	0	-1	-3	2	-0.4	-17	-6	4
Cn1cc(CC(=O)NCCCN2CCCC2=O)c2ccccc21	2	0	0	-9	12	0.7	-8	6	0
COc1cccc(C2[C@H](C)C3(CCN2C)OCCO3)c1 (some centres undefined)	7	0	-6	-2	4	-2.8	15	2	-1
COc1cc([N+](=O)[O-])ccc1NC(=O)NNC(=O)C(C)Oc1ccc(F)cc1F (centres undefined)	-1	2	-2	1	-5	-0.1	-10	-5	-2
CCc1ccccc1NC(=O)CSc1nnc(-c2ccncc2)o1	10	1	3	4	8	1.1	5	2	-4
O=C(OCc1cnc(Cl)s1)c1cccc(Cl)c1Cl	-6	2	-6	0	-12	2.7	-22	15	3
COc1ccc(NC(=O)c2cc(-c3ccc(C)c(C)c3O)n[nH]2)cc1Cl	2	1	3	6	-4	1.3	3	-26	-1

Copied from the list.
COc1cccc(OCC(Cn2c(C)nc3ccccc32)OC(C)=O)c1 (centres undefined) in PP1 counter → -5
CCc1ccccc1NC(=O)CSc1nnc(-c2ccncc2)o1 in proCasp7 act → 10
CC(C)(C)c1nc[nH]c(=O)c1Br in PP1 counter → 1
CCS(=O)(=O)N1CCN(c2ccc(Cl)cc2[N+](=O)[O-])CC1 in core dimer inh → 0

Screens (PubChem)
